NTR1 agonist = agonists of NTR1, primary screen, imaging, U2OS cells, beta-arrestin-GFP, high content (AID 493036) | P30989 | 330,000 tested, 0.17% active | NTR1-U2OS beta-arrestin-GFP spot imaging, agonist mode | activation, % at 20 µM;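 active = activation at or above 40% of the spot to cytoplasm intensity ratio, with at least 20 cells analyzed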;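 note: 0% = DMSO without peptide and 100% = 100 nM NTR1 peptide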
Target sequence (P30989 whole entry, looked up): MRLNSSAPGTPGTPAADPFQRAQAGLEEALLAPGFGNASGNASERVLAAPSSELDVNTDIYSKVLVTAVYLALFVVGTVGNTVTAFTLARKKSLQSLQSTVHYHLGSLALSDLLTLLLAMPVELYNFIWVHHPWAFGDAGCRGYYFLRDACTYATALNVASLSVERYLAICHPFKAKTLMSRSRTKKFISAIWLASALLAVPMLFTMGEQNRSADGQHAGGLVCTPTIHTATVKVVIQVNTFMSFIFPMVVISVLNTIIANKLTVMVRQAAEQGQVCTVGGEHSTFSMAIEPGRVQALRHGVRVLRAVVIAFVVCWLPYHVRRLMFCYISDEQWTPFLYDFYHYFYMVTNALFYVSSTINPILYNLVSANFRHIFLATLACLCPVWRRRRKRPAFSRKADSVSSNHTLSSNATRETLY
GPR55 LPI antagonism = GPR55 antagonists blocking LPI-driven arrestin recruitment, primary screen, imaging, U2OS, beta-arrestin-GFP, LPI agonist (AID 2013); U2OS GPR55 beta-arrestin-GFP translocation imaging, LPI antagonism; higher % means a stronger effect; inhibition, % at 10 µM; hits with a dose series show IC50 in µM; 290,000 tested, 0.13% active;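 active = spots per cell inhibited over 60%, with over 100 cells counted and total cytoplasm intensity under 500,000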;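 note: U2OS cells stably carrying GPR55 and arrestin-GFP stimulated by 5 µM LPI near EC80; imaged beta-arrestin-GFP aggregate spots per cell after agonist stimulation; plate controls were LPI-stimulated DMSO wells for no effect and DMSO wells without LPI for full effect; some results filed as inactive read as strong as hits; confirmed hits need IC50 under 10 µM and bright autofluorescent wells are also inconclusive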
PhoP inhibition = inhibitors of PhoP regulon expression, primary screen, Salmonella Typhimurium, GFP reporter (AID 1863). inhibition, % at 50 µM, or IC50 in µM where a hit was titrated. S. Typhimurium PhoP-regulated promoter GFP reporter, 4 h; higher % means a stronger effect. 300,000 tested, 0.16% active;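 active = inhibition over 29.93%, a cutoff 3 SD above the screen mean, later confirmed by dose response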;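 note: 0% = low Mg2+ inducing control and 100% = high Mg2+ repressing control; strong numbers were not always called active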
Siah-1 displacement = blockers of Siah-1 interaction with plectin peptide – biochemical, fluorescence polarization, rhodamine-plectin, uHTS, primary screen (AID 1817); Siah-1 / rhodamine-plectin peptide fluorescence polarization; higher % means a stronger effect; displacement, % at 20 µM; hits with a dose series show IC50 in µM; 290,000 tested, 0.02% active;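 active = displacement of at least 50% at 20 µM, with a fluorescence ratio check between 0.3 and a set limit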;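 note: plate controls were Siah plus tracer with DMSO for no effect and tracer alone without Siah for full effect; strong numbers were not always called active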
GPR35 arrestin U2OS = GPR35 antagonists blocking zaprinast-driven arrestin recruitment, primary screen, imaging, U2OS, beta-arrestin-GFP, zaprinast agonist (AID 2058). U2OS GPR35 beta-arrestin-GFP translocation imaging, zaprinast antagonism; higher % means a stronger effect. one-dose inhibition, % at 10 µM; IC50 in µM for titrated hits. 290,000 tested, 0.052% active;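 active = inhibition of at least 50% with at least 30 cells and total cytoplasm GFP at most 10,000,000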
LYP inhibition = inhibitors of LYP phosphatase, biochemical, fluorescence intensity, uHTS (AID 1779). recombinant LYP phosphatase, fluorescence intensity; higher % means a stronger effect. inhibition, % at 11.5 µM, or IC50 in µM where a hit was titrated. 290,000 tested, 0.054% active; in the data active = inhibition above about 50%;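 note: plate controls were vehicle with enzyme for no effect and no enzyme for full effect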
MgcRacGAP inhibition = MgcRacGAP GTPase-activating activity inhibitors, confirmation, biochemical, ADP Hunter fluorescence; MgcRacGAP-stimulated Rac1 GTP hydrolysis, ADP Hunter fluorescence; higher % means a stronger effect; GST-tagged Rac1 F28L mutant substrate; one-dose inhibition, % at 30 µM; IC50 in µM for titrated hits; 340,000 tested, 0.6% active;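 active = first-screen hits whose inhibition reached a set limit at any dose in the follow-up dose series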;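 note: fluorescence reports GDP produced by GAP-driven GTP hydrolysis; strong numbers were not always called active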
Myeloid diff MLP = promotes myeloid progenitor differentiation; AID 624256; calls only at 10 µM; 360,000 tested, 1% active; ER-HoxA9 myeloid progenitors, lysozyme-GFP differentiation, flow cytometry;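 active = normalized GFP-positive differentiation at or above the plate's own cutoff, the solvent-only control mean plus 3 SD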;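 note: cells exposed to compound for four days before flow analysis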
HIV peptide binding = inhibitors of HIV fusion peptide binding, primary screen, biochemical, uHTS, fluorescence dequenching (AID 1986) | inhibition, % at 20 µM; hits with a dose series show IC50 in µM | 290,000 tested, 0.3% active | cell-free peptide binding, fluorescence dequenching, 30 min; higher % means a stronger effect; in the data active = inhibition mostly above about 52%, no sharp cut-off; inactive = mostly below about 76%; note: some results filed as inactive read as strong as hits
NTR1 agonist cell count 20 µM = further read-out of NTR1 agonist, marked with its call; cell count; measured here: cell count, cytotoxicity flag
Myeloid diff MLP GFP+ MAC1+ % = second read-out of Myeloid diff MLP, no call of its own (marks repeat the call); GFP+ MAC1+ double positive, %; measured here: differentiation confirmed by MAC1 staining
* marks the source's active call; other numbers are inactive results; i = inactive; nt = not tested or not shown; + = active, no number. A portion of the library. The share of hits here may be higher or lower than overall.

SMILES	NTR1 agonist	NTR1 agonist cell count 20 µM	GPR55 LPI antagonism	PhoP inhibition	Siah-1 displacement	GPR35 arrestin U2OS	LYP inhibition	MgcRacGAP inhibition	Myeloid diff MLP	Myeloid diff MLP GFP+ MAC1+ %	HIV peptide binding
C=CC(C)C(C(=O)c1ccccc1)N(C)C (configuration not stated)	0.2	26	8%	11%	0%	14%	-3%	3%	i	0.9	-1.9%
C[N+]12CCC(CC1)C(=C(c1ccccc1)c1ccccc1)C2	0.0	44	0%	5%	-2%	5%	1%	6%	i	0.0	-3.7%
Cc1cc(NC(=O)CCl)on1	-1.0	71	-1%	-4%	11%	2%	-10%	12%	i	1.2	0.9%
C#CC[N+]1(C)[C@@H]2CC(OC(=O)C(CO)c3ccccc3)C[C@H]1C(O)C2 (some centres not stated)	-1.6	84	13%	2%	-2%	8%	-8%	11%	i	0.7	-0.2%
CCC1(CC)C(=O)N(C)C(=O)NC1=NC	-0.4	63	6%	-7%	0%	-7%	-9%	8%	i	0.8	-2.1%
O=c1[nH]c(=S)n(-c2ccccc2)c(O)c1/C=N/N1CCCCC1c1cccnc1 (configuration not stated)	1.1	58	14%	-9%	2%	-20%	-1%	-2%	i	0.5	19%
Cc1ccc(C(=O)Nc2ccc(-n3ccnc3P(=O)(O)c3ccccc3)cc2)cc1	-0.1	37	1%	-6%	2%	-3%	2%	4%	i	0.5	2.6%
O=C1NC(=O)N(CCNc2ncc(C(F)(F)F)cc2Cl)C(=O)C1/C=N/OCc1c(F)cccc1Cl (configuration not stated)	-0.7	51	10%	-7%	-3%	-2%	1%	1%	i	0.5	-5.5%
COc1cccc(CN2CCN(C(=O)COc3ccc4ccccc4c3)CC2)c1	-0.5	54	3%	3%	1%	5%	-6%	4%	i	0.3	1.3%
CCOP(=O)(OCC)C(NC(=O)c1ccc(OC)cc1)C(Cl)(Cl)Cl (configuration not stated)	-0.9	38	11%	-8%	2%	3%	-2%	4%	i	0.7	-1.0%
O=Cc1cn(Cc2ccc(F)cc2Cl)c2ccccc12	2.2	40	-9%	2%	-3%	-7%	-10%	9%	i	0.6	-1.1%
O=C(c1ccncc1)C12CN3CN(CN(C3)C1)C2	-3.8	49	12%	-2%	2%	-18%	-7%	5%	i	1.1	-0.2%
CCCCc1nc2ccccc2c(=O)n1-c1ccccc1O	1.8	37	9%	0%	-2%	-8%	-4%	8%	i	0.4	-0.5%
COc1ccc(-c2cc(=Nc3cccc(C(=O)O)c3)c3cc(C)ccc3o2)cc1	1.6	50	2%	-5%	28%	-16%	-34%	9%	i	1.5	-0.9%
N#CC[N+]1(CCCNP2(=O)C=C(c3ccccc3)OC(c3ccccc3)=C2)CCOCC1	2.2	57	4%	-3%	-1%	0%	-14%	-4%	i	0.4	-0.9%
COc1ccc(CC2(CCc3ccncc3)C(=O)NC(=O)NC2=O)c(OC)c1	-0.2	42	-4%	3%	-4%	4%	-8%	-4%	i	0.1	-0.1%
CC1=NN(c2ccccc2)C(=O)C1/C=C1\C(=O)NC(=O)N(c2ccc(C)c(C)c2)C1=O (configuration not stated)	-0.3	55	4%	-3%	2%	7%	-5%	5%	i	0.3	-2.3%
O=C(C(=O)N1CCOCC1)c1cn(Cc2ccccc2F)c2ccccc12	0.7	60	10%	0%	0%	-5%	-10%	4%	i	1.3	2.2%
C=CCN1C(=O)NC(=O)/C(=C/c2c(CCN(C)C(=O)c3ccccc3)cc3c(c2OC)OCO3)C1=O	3.1	97	17%	5%	0%	12%	-7%	18%	i	2.4	1.2%
COC(=O)C1=C(c2ccccc2)C[C@@H]2CC[C@H]1N2C(=O)NCC1CC1	9.3	57	nt	1%	nt	nt	nt	5%	i	1.0	nt
COC(=O)[C@@H]1C[C@]2(C(=O)O)c3ccccc3N(OOSc3ccccc3)[C@@H]2N1C(=O)OC	0.8	99	nt	4%	nt	nt	nt	2%	i	1.5	nt
COc1cc(OC)c(OC)cc1CNC(C)C(O)c1ccccc1 (configuration not stated)	-1.1	79	-6%	7%	0%	4%	-2%	8%	i	2.3	-2.3%
CN(C)C(=O)Oc1cc(=O)n2c3c(cccc13)CCC2	-1.7	75	3%	6%	-3%	10%	-2%	-5%	i	0.2	1.8%
Cc1ccsc1C(=O)C1CCCN(Cc2cccc(-n3cccn3)c2)C1 (configuration not stated)	-1.2	59	3%	8%	-2%	-7%	-5%	7%	i	0.5	-0.7%
CCOc1cc(/C=C2\C(=O)NC(=O)N(C)C2=O)cc([N+](=O)[O-])c1O	-0.6	68	-2%	nt	-2%	-5%	2%	14%	i	0.9	-1.8%
O=c1c2ccccc2nc(CSc2ncnc3nc[nH]c23)n1-c1ccccc1Cl	-1.4	51	16%	-7%	-3%	-1%	-4%	6%	i	0.5	1.0%
CC(=O)c1c(C)n(CC2CCCO2)c2ccc(O)cc12 (configuration not stated)	-0.1	47	-1%	-1%	-4%	-1%	9%	6%	i	7.5	0.0%
O=C1NC(=O)C(=Cc2ccc(-c3ccc(Cl)cc3)o2)C(=O)N1	41*	50*	24%	7%	-1%	12%	4%	13%	i	1.2	-3.3%
CCOC(=O)C1(CCc2ccccc2)CCN(Cc2ccco2)CC1	0.7	92	5%	-3%	3%	17%	-5%	6%	i	0.4	0.2%
COc1nc(NC(C)C)nc(NC(C)C)n1	0.7	45	13%	-1%	1%	8%	-6%	8%	i	1.0	-1.6%
COc1cccc(CNCCc2ccccc2)c1OC	0.0	35	7%	5%	0%	-4%	-5%	-1%	i	0.2	-0.7%
COc1ccc(OCC(=O)Nc2ccc(Cl)cc2C(=O)c2ccccc2)cc1	6.2	61	4%	-9%	-1%	10%	1%	-4%	i	0.6	-4.0%
C[N+]1=C(/C=C/Nc2ccccc2)C(C)(C)c2ccccc21	1.9	46	13%	-8%	-8%	-1%	-4%	9%	+	2.6*	-1.4%
CC(=O)OC1N=C(c2ccc(Cl)cc2)c2cc(Br)ccc2NC1=O (configuration not stated)	-0.7	63	-8%	-6%	2%	2%	2%	8%	i	0.5	-0.1%
O=P(Oc1ccccc1)(Oc1ccccc1)N1CCN(c2ccc(F)cc2)CC1	7.6	50	15%	-6%	14%	15%	1%	-3%	i	0.9	1.0%
O=C(c1sc2ccccc2c1Cl)N1CCC2(CC1)OCCO2	2.5	72	5%	0%	-3%	0%	-3%	3%	i	0.6	-0.5%
CCN1C(=O)/C(=C/c2ccc(N(CC)CC)cc2OC)C(=O)NC1=S	27	86	6%	-10%	2%	12%	-4%	10%	i	0.1	12%
COc1ccc(-n2c(CN3CCOCC3)nc3ccccc3c2=O)c(OC)c1	-1.7	48	-7%	-3%	-1%	5%	-10%	4%	i	0.4	0.6%
CC(C)[C@H](NC(=O)N1C[C@H]2C[C@@H](C1)c1cccc(=O)n1C2)C(=O)Nc1ccccc1F	0.4	92	15%	2%	0%	-1%	-2%	-2%	i	0.7	2.1%
CN1c2ccccc2Oc2ccccc21	-1.8	72	12%	0%	2%	-7%	-5%	12%	i	0.4	1.1%
Cn1c2ccccc2c2c(C(=O)N3CCC4(CC3)OCCO4)cn(C3CCCC3)c(=O)c21	4.6	65	6%	-5%	1%	11%	-11%	12%	i	0.5	83%
Cc1ccc(S(=O)(=O)N(C)C)cc1NC(=O)C(C)[N+]12CCN(CC1)CC2 (configuration not stated)	2.4	43	3%	3%	3%	-10%	-3%	4%	i	0.1	0.8%
CC(=O)OC1(c2ccccc2)CCN(C)C(C)C1C (configuration not stated)	1.3	44	7%	4%	5%	6%	-8%	0%	i	0.9	3.4%
Cc1nn(CC(C)C)c(Cl)c1C(=O)NC1CCC(C)CC1 (configuration not stated)	0.5	59	nt	-10%	nt	nt	nt	4%	i	1.4	nt
Cc1cccc(N/N=C(\C(N)=O)C2=NC(C)(C)Cc3ccccc32)c1	9.2	41	-1%	2%	-2%	7%	8%	9%	i	0.4	0.0%
O=C(C1CCN(c2nc3ccc(Br)cc3s2)CC1)N1CCC2(CC1)OCCO2	2.1	39	16%	0%	0%	-7%	1%	9%	i	0.5	0.5%
Cc1cccc(OP(N)(=O)Oc2cccc(C)c2C)c1C	1.4	44	16%	-15%	4%	-2%	-2%	4%	i	0.5	-0.5%
O=C1CCN(C(=O)Cc2ccccc2[N+](=O)[O-])CC1	0.7	40	11%	-6%	8%	-3%	-4%	-7%	i	0.7	2.3%
C[C@]12CC[C@@H](O)C[C@@H]1CC[C@@H]1[C@@H]2CC[C@]2(C)[C@@H](O)CC[C@@H]12	9.1	49	0%	0%	14%	2%	-1%	0%	i	3.9	2.3%
CCCCC(=O)N/N=C/c1c(O)n(CC)c(=S)n(CC)c1=O	4.5	67	3%	-13%	-6%	-2%	-5%	16%	i	0.5	97%
COC/C=C1\CN2C3C[C@@H]1[C@H]1COC4=Nc5cc(OC)c(OC)c(OC)c5[C@@]43C[C@@H]12	1.1	83	nt	3%	nt	nt	nt	4%	i	3.9	nt
Oc1cc2c(cc1CN1CCN(c3ccccc3)CC1)OCO2	-2.4	52	-3%	8%	4%	14%	-5%	7%	i	3.8	-3.3%
O=Cc1cn(Cc2cccc(F)c2)c2ccccc12	-0.7	59	10%	27%	2%	-6%	-12%	-1%	i	0.6	-0.2%
CCCCn1c(O)c(C(CC)=NCCc2ccccc2)c(=O)[nH]c1=O	3.7	34	4%	7%	9%	-22%	-2%	11%	i	0.6	-1.8%
O=C(Oc1c(Cl)cc(Cl)c2ccccc12)N1CCCCC1	3.5	67	12%	-13%	0%	9%	0%	-3%	i	0.9	-0.3%
[N-]=[N+]=NC1C[C@H](n2ccc(=O)[nH]c2=O)O[C@@H]1CO (some centres not stated)	0.4	74	-2%	2%	4%	5%	-4%	8%	i	1.9	-0.3%
Cc1sc2ccccc2c1CC1=NCCN1	-1.6	48	nt	-20%	nt	nt	nt	23%	i	0.8	nt
CCCCC1(CCCC)C(=O)NC(=Nc2cccc(C)c2)NC1=O	14	89	-13%	29%	-1%	1%	6%	1%	i	0.7	7.3%
